Screens (PubChem)
HSF-1 act: increases HSF-1 driven luciferase reporter signal; NIH3T3-HGL HSF-1 luciferase reporter, MG132, 8 h; 100% = twice DMSO control signal; activation, % at 9 µM; 300,000 compounds, 1.7% hits; AID 504408;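 active means mean replicate activation of at least 50% with a set share of replicates each reaching 50%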;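 further: 0% = median of the neutral control wells and 100% = twice that signal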
GSK3beta inhib: inhibitors of human GSK3beta kinase; P49841; GST-GSK3beta kinase, ADP-Glo luminescence, 60 min; hits give low values; activity score (negative = inhibition), % at 10 µM; 300,000 compounds, 0.038% hits; AID 2097;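 active means more than half of replicate wells score below -50%, meaning over 50% inhibition versus plate controls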;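 further: 0% = median DMSO wells and -100% = median GW8510 positive control wells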
Target sequence (P49841 whole entry, looked up): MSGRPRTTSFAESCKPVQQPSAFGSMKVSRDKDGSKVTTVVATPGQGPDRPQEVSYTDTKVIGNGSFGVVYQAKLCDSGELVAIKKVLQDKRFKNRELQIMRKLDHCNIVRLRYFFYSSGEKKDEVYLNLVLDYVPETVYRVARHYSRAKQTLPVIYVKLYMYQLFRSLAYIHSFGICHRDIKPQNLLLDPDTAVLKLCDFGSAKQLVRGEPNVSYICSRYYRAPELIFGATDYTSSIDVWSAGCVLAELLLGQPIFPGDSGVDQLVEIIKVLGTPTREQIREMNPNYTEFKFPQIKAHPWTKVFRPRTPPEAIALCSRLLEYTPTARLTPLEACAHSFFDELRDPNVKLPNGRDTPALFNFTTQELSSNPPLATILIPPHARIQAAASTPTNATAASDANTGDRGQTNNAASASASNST
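Assay system: GST-tagged human GSK3beta kinase, cell-free; Input: 1.6 ng GSK3beta; Medium: Tris/MgCl2 kinase buffer; Timing: 60 min enzyme reaction, room temperature; Signal: ADP-Glo luminescence quantifying ADP generated by kinase; Evaluation: score relative to plate controls; Benchmarks: DMSO neutral wells and GW8510 at 20 µM as positive.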
AI-2 QS modul: Vibrio harveyi AI-2 quorum sensing modulation; Vibrio harveyi JMH597 AI-2 luminescence/OD600 ratio, 9 h; hits give low values; strain lacks LuxN and CqsS sensors; 0 = neutral-control median; activity change, % at 7.5 µM; AID 2094; 300,000 compounds, 0.4% hits; in the data active means activity change below about -75%, passing the limit was not always enough;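 further: luminescence divided by OD600 gain over 9 h not by final OD600 alone; inactives centre near 13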
HSF1 inhib: HSF1 inhibition | activity change, negative = inhibition, % at 7.5 µM (by protocol) | NIH3T3-HGL HSE-luciferase, MG132-induced, luminescence 8 h; hits give low values | AID 2098 | 300,000 compounds, 0.77% hits;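 active means more than half of replicate wells show activity change below -50%, luminescence cut by over half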;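 further: luciferase reports HSF-1 transcriptional activity via heat shock element; 0% = median of DMSO wells and -100% = zero luminescence signal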
KLF5 inhibitor: suppresses KLF5 promoter-driven expression; 290,000 compounds, 0.23% hits; inhibition, % at 5 µM; DLD-1 KLF5 promoter-luciferase reporter, luminescence;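 active means inhibition above a per-plate limit of that plate's mean compound inhibition plus 3 SD, cut at about 60% in these data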;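 further: 0% = DMSO wells and 100% = LY294002 at 200 µM; higher means less KLF5 promoter-driven luciferase light; inactives centre near -14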
HIF act: HIF pathway transcriptional activation | U2OS HRE-luciferase reporter, luminescence; normalized: DMSO 0%, desferrioxamine 100% | activation, % at 7.5 µM (by protocol) | 300,000 compounds, 0.32% hits | AID 1910;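 active means mean activation of at least 10% of the iron chelator positive control signal, with at least half of replicates also reaching 10%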
GSK3 alpha inh: human GSK-3 alpha kinase inhibition; 320,000 compounds, 0.1% hits; ADP-Glo luminescence, 60 min; inhibition, % at 10 µM; P49840;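 in the data active means inhibition above about 50%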;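 further: GST-tagged GSK-3 alpha with peptide substrate and 25 µM ATP; 0% = DMSO neutral wells and 100% = GW8510 positive control wells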
Target sequence (P49840 whole entry, looked up): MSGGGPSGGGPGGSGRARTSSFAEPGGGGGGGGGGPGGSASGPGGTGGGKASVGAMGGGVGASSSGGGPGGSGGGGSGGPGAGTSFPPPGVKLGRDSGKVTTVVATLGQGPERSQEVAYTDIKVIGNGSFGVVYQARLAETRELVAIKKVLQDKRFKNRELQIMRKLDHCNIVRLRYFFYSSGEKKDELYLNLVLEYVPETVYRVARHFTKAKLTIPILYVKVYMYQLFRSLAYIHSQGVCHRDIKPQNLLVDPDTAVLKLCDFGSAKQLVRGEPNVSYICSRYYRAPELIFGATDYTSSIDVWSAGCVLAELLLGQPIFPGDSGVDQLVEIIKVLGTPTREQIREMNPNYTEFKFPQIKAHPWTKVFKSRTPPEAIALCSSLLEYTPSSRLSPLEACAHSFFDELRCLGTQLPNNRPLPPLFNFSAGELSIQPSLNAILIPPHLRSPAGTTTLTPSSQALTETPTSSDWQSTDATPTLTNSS
IEC-6 tox: kills IEC-6 intestinal cells in KLF5 counter-screen; IEC-6 cytotoxicity, luminescence viability; inhibition, % at 5 µM; 290,000 compounds, 0.78% hits; in the data active means inhibition above about 22%;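 further: 0% = plate median of test compound wells and 100% = cytotoxic reference compound wells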
aSyn UTR inh: MLPCN primary screen, SNCA 5' untranslated region; alpha-synuclein 5'UTR reporter, inhibitor activity; inhibition, % (tested at 7.5 µM); 300,000 compounds, 0.82% hits; in the data active means inhibition above about 60%;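 further: H4 neuroglioblastoma cells stably carrying SNCA 5'UTR luciferase fusion; 0% = DMSO wells and 100% = positive control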
HSP90 refold inh: inhibitors of HSP90 luciferase refolding in rabbit reticulocyte lysate; inhibition, % at 5.6 µM; luciferase refolding luminescence, 3 h; 290,000 compounds, 0.91% hits;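 active means inhibition above the screen-wide mean plus 3 SD, computed separately per campaign, cut at about 16% in these data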;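 further: 0% = DMSO wells and 100% = 60 µM geldanamycin wells; inhibitors lower the luminescence because luciferase stays unfolded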
The depositor's hits bear a star; . = no result given.

SMILES	HSF-1 act	GSK3beta inhib	AI-2 QS modul	HSF1 inhib	KLF5 inhibitor	HIF act	GSK3 alpha inh	IEC-6 tox	aSyn UTR inh	HSP90 refold inh
CC(=O)Nc1ccc2sccc2c1	10	2	-15	1	-9	-0.7	-3	3	-4	-2
CCN(CC)CCC(c1cc(OC)c(OC)c(OC)c1)c1c(OC)cc(OC)c2c(C)cc(=O)oc12 (stereo unspecified)	-7	0	16	4	.	-13	0	.	-38	.
Cc1ccc(C(=O)CCC(=O)Nc2cccc(C(F)(F)F)c2)cc1C	3	3	6	-2	-37	-0.5	.	-5	14	2
Cc1cc(C)n2[nH]c(=O)c(N=Nc3cccc(C(F)(F)F)c3)c2n1	4	4	10	9	-22	0.0	-2	2	-16	12
Cc1ccc(C)c(OCC(=O)N2CCN(C(=O)c3ccco3)CC2)c1	17	2	22	-3	-4	0.1	-1	4	2	2
CS(=O)(=O)c1cccc(NC(=O)C2CC2)c1	5	-2	29	-2	-17	0.4	9	6	-6	1
Cc1ccc2oc(C(=O)Nc3nnc(CC(C)C)s3)c(C)c2c1	-3	2	20	3	-40	-0.4	0	0	-40	-3
CC1CN(C(=O)CCc2ccccc2)C(C)CN1C(=O)CCc1ccccc1 (stereo unspecified)	0	4	2	-8	20	0.3	-2	-6	1	-1
CCOC(=O)c1nc(Nc2ccc(C(=O)OC)cc2)c2ccccc2n1	-3	1	20	8	-7	0.6	-1	-8	-4	-2
Nc1nc2c(ncn2C2C[C@H](O)[C@@H](CO)O2)c(=O)[nH]1 (stereo partly specified)	-9	2	13	-11	.	-0.4	-1	.	-1	.
COc1cc2c(cc1OC)C(COc1ccc(F)cc1)NCC2 (stereo unspecified)	32	1	42	14	-12	0.1	0	5	2	2
C[C@H]1CCC[C@]2(CC(=O)c3cc(F)ccc3O2)C1	-6	0	19	-3	.	0.1	5	.	1	.
COc1cc(NC(=O)c2c(OC)cccc2OC)ccc1NC(=O)c1cc2ccccc2o1	52*	-3	-1	35	-99	2.5	1	-8	-205	-5
O=C(Nc1ccc2c(c1)OCCO2)c1cnc2n(c1=O)CCS2	31	1	28	9	-60	2.6	-3	2	-75	0
N#C/C(=C/c1ccc([N+](=O)[O-])cc1)C(N)=O	7	1	21	2	-8	-0.6	1	-10	-36	-4
Cc1noc(C(=O)Nc2c(C)nn(Cc3ccccc3)c2C)c1Cl	7	1	34	0	-39	-0.2	0	2	-10	1
Cc1nn(CC2CC2)c(=O)n1-c1ccccc1	-9	3	2	-7	-17	-0.5	-4	2	1	-1
CC(=O)Nc1ccc(NC(=O)C(C)OC(=O)C2(c3ccc(Cl)cc3)CCCC2)cc1 (stereo unspecified)	-20	0	3	0	1	-0.8	-1	2	36	-1
Cc1nnc(SCC(=O)Nc2ccc(C(N)=O)cc2)n1-c1ccccc1	15	0	26	0	-13	1.1	0	-3	-20	-2
O=C1NC(=Nc2cccc(O)c2)S/C1=C\c1cccc([N+](=O)[O-])c1	8	1	27	12	-24	1.5	0	-2	-59	1

A different layout for some results above:
Order of results: HSF-1 act	GSK3beta inhib	AI-2 QS modul	HSF1 inhib	KLF5 inhibitor	HIF act	GSK3 alpha inh	IEC-6 tox	aSyn UTR inh	HSP90 refold inh
- COc1cc2c(cc1OC)C(COc1ccc(F)cc1)NCC2 (stereo unspecified)
  32	1	42	14	-12	0.1	0	5	2	2
- C[C@H]1CCC[C@]2(CC(=O)c3cc(F)ccc3O2)C1
  -6	0	19	-3	.	0.1	5	.	1	.
- COc1cc(NC(=O)c2c(OC)cccc2OC)ccc1NC(=O)c1cc2ccccc2o1
  52*	-3	-1	35	-99	2.5	1	-8	-205	-5
- O=C(Nc1ccc2c(c1)OCCO2)c1cnc2n(c1=O)CCS2
  31	1	28	9	-60	2.6	-3	2	-75	0

The list goes on:
SMILES	HSF-1 act	GSK3beta inhib	AI-2 QS modul	HSF1 inhib	KLF5 inhibitor	HIF act	GSK3 alpha inh	IEC-6 tox	aSyn UTR inh	HSP90 refold inh
O=C(NCCc1cccc(F)c1)C1CCC(=O)N(CCCc2ccccc2)C1 (stereo unspecified)	-4	1	10	2	-15	-0.4	-1	3	4	0
COc1ccc(-c2[nH]ncc2CN(C)C(C)c2cccs2)c(F)c1 (stereo unspecified)	26	0	37	7	-32	-0.1	0	1	22	0
CN(C)C(=O)CSc1nnc(-c2ccc(S(=O)(=O)N3CCCC3)cc2)n1C	-14	-1	11	0	0	-0.4	-1	3	4	-1
COc1ccc(NC(=O)C2CCN(S(C)(=O)=O)CC2)cc1	-7	4	37	-5	-27	-0.3	0	-4	-3	5
Cc1nn(Cc2ccccc2Cl)c(C)c1NC(=O)Cn1nc([N+](=O)[O-])c(Cl)c1C	-7	-1	19	-5	-25	-0.2	-1	-7	17	6
COc1ccc(CCNC(=O)C(C)c2ccc([N+](=O)[O-])cc2)cc1 (stereo unspecified)	8	-2	29	-4	-1	-0.5	1	3	-3	-3
CCCCC(=O)NC(c1ccc(OC)c(OC)c1)c1c(O)ccc2ccccc12 (stereo unspecified)	2	1	14	3	-36	-0.1	-2	-3	-39	-1
O=C1CC(N2CCN(Cc3ccccc3)CC2)C(=O)N1CCc1ccccc1 (stereo unspecified)	6	0	2	4	-8	-0.1	-1	6	14	2
COc1ccc(S(=O)(=O)N2CCN(CC(=O)Nc3cc(OC)cc(OC)c3)CC2)cc1	-9	3	0	-9	-5	0.3	-2	-4	3	-4
CC(C)C(CO)NC(=O)CC(=O)NC(CO)C(C)C (stereo unspecified)	-5	3	28	-1	1	0.1	-1	-4	-11	0
Nc1ccccc1C(O)(Cc1ccccc1)c1ccccc1 (stereo unspecified)	19	1	-5	-5	-15	2.2	-4	6	8	4
CCCCCc1ccc(OCCC[n+]2ccccc2)c(CCCCC)c1	-1	-8	9	-2	-1	-0.9	11	21	3	12
CCCNC(=O)Cn1c(=O)oc2ccccc21	7	-2	13	5	-33	0.2	-5	4	-2	5
O=C(O)c1c2c(nc3ccccc13)/C(=C/c1ccc(OC(F)F)cc1)CCC2	14	2	21	3	-57	1.1	-4	4	-44	-2
CCn1ncc(Br)c1C(=O)Nc1nccs1	-9	0	17	2	-6	-0.1	-5	6	2	1
C=CCN1CC(C(=O)N2CCC(Cc3ccc(Cl)cc3)(C(=O)OCC)CC2)CC1=O (stereo unspecified)	-36	3	23	-10	-27	-0.7	-4	-1	4	5
O=C(Nc1nccs1)c1cc(-c2ccccc2)nc2ccccc12	-8	-2	20	-2	-28	0.4	-1	2	-20	6
COc1cccc(CN2CC(C(=O)N(C)CCCC3CCCC3)CCC2=O)c1 (stereo unspecified)	8	1	5	2	-23	0.8	1	-5	-7	-7
O=C(COc1cccc2c1CCN(Cc1ccc(Br)cc1)C2=O)N1CCOCC1	12	-1	34	1	-33	0.8	0	0	0	-1
CCn1c(Cc2ccccc2)nnc1SCC(=O)Nc1nc2ccccc2s1	11	-22	7	-1	-4	0.0	0	0	13	3
NC(=O)Oc1cccc(OC(N)=O)c1	13	2	17	-7	-25	-1.6	-1	0	0	1
CO/N=C/c1ccc(N2CCN(C(=O)c3cccc(Cl)c3)CC2)c([N+](=O)[O-])c1	10	1	17	-1	11	-0.5	-1	-3	22	-1
O=C1CSc2ccc(C(=O)NCCC3=CCCCC3)cc2N1	36	.	.	23	-31	1.7	0	3	-104	1
Cc1ccc(SCCC(=O)NC(C)C)cc1	16	0	31	0	-9	0.3	-1	8	5	2
O=C(CSc1n[nH]c(=O)n1C1CC1)NCc1ccccc1Cl	18	-1	32	-2	-26	-0.2	0	-3	21	-1
CSCCC(NS(=O)(=O)c1ccc(C)c(C(=O)O)c1)C(=O)O (stereo unspecified)	1	4	29	3	-31	0.2	3	0	3	3
Cc1cc(C2=NNC(=NC3CC3)SC2)c(C)n1Cc1ccco1	.	.	.	.	-15	.	-1	-2	.	0
CCn1c(COc2cccc(C)c2)nnc1SCC(=O)CC(=O)Nc1ccccc1OC	.	-1	30	.	-10	0.4	-2	4	-34	-4
CCOC(=O)C1CCCN(Cc2cn(C)nc2-c2ccc3c(c2)OCCO3)C1 (stereo unspecified)	6	-15	24	9	-37	0.2	1	-5	0	2
CC(=O)c1ccc(NC(=O)COC(=O)c2ccccc2Nc2ccccc2)cc1	-6	2	2	6	-6	-0.8	1	-2	-59	1
CN(C)CC(CCC(CN(C)C)C(=O)c1ccccc1)C(=O)c1ccccc1 (stereo unspecified)	-63	-2	5	-69*	91*	-0.7	.	100*	-37	4
Cc1cc(C)nc(NS(=O)(=O)c2ccc(NC(=O)CSc3ncn[nH]3)cc2)n1	-17	-5	2	-6	-9	-0.1	1	10	29	2
O=C(CN1CCCCC1)N1CCCc2c1c(=O)oc1ccc(OCc3ccccc3)cc21	-5	-11	6	4	-28	0.0	0	0	4	0
Cc1cccc(NC(=O)CCNC(=O)c2ccc(Br)cc2)c1C	5	1	30	1	6	-2.3	-1	2	-10	-1
O=C(NCc1ccccc1)C1CCCN(c2nc3ccsc3c(=O)s2)C1 (stereo unspecified)	.	-1	27	.	-18	.	0	-12	3	6
CCCc1nn(-c2ccccc2)c2c1C(c1cccs1)C(C#N)=C(N)O2 (stereo unspecified)	0	4	23	-4	-12	0.0	3	-14	5	0
CN(C)c1ccc(/C=N/NC(=O)C2CC2c2ccccc2)cc1 (stereo unspecified)	6	3	10	6	10	-2.4	-1	12	18	3
CCC(=O)Nc1c(S(=O)(=O)c2ccc(C)cc2)c2nc3ccccc3nc2n1C(C)c1ccccc1 (stereo unspecified)	12	8	35	0	15	-0.4	0	5	35	-4
NC(=O)CSc1nc2ccccc2c(=O)n1Cc1ccco1	8	3	14	4	-40	0.0	2	0	5	-2
CC1Sc2ccc(S(=O)(=O)CCC(=O)N3CCc4ccccc43)cc2NC1=O (stereo unspecified)	12	-3	25	0	-34	0.0	-1	-1	-3	-2
Cc1cnc(=O)[nH]c1SCc1ccc([N+](=O)[O-])cc1	12	1	31	0	-22	-0.5	-2	0	-7	0
Cc1cccc(C(=O)Nc2scc(-c3ccc(Br)cc3)c2C(=O)O)c1	14	2	7	1	.	-0.6	-1	.	-13	.
CCc1cc(=O)oc2cc(C)cc(OCC(=O)NCCCN3CCOCC3)c12	7	-3	23	3	-4	-0.7	7	0	-19	-4
CC(C)(C)c1nnc2sc(SCC(=O)c3ccccc3)nn2c1=O	-15	-1	16	0	-2	1.3	0	-1	-9	0
COc1cccc(NC(=O)CN(C)C(=O)CC(C)c2ccccc2)c1 (stereo unspecified)	9	-2	6	-5	-27	0.2	-3	2	11	-4
CCCCc1nc(SCC(=O)Nc2nnc(CCCC)s2)n[nH]1	42	-2	16	18	6	-0.1	-1	-3	-5	-1
Cc1ccc(C)c(NC(=O)c2cnccn2)c1	-2	-3	22	-2	-35	-0.1	0	-8	-25	-3
CCN(CC)CCNC(=O)c1ccc(NC(=O)c2ccc3c(c2)CCC3)cc1	-3	-1	20	-1	-48	-0.5	-1	-5	-35	0
Cc1ccccc1N=C1NC(=O)CS1	-3	-1	21	0	0	-0.1	-1	-6	1	1
COc1cccc(/C=C/C(=O)OCC(=O)NCC2CCCO2)c1OC (stereo unspecified)	-3	-22	32	5	-19	0.0	-1	-5	-30	-3
